Source: PubChem (Emory University Molecular Libraries Screening Center)
14-3-3 PPI – 14-3-3 gamma protein interaction modulation | P61981 | FP, 14-3-3gamma / TMR-pS259-Raf peptide binding | inhibition, % at 40 µM | actives 0.19% (n = 160,000) | AID 422; in the data active = inhibition above about 30%;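 note: 0% = protein plus tracer without compound and 100% = blank with tracer alone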
Target sequence (P61981 whole entry, looked up): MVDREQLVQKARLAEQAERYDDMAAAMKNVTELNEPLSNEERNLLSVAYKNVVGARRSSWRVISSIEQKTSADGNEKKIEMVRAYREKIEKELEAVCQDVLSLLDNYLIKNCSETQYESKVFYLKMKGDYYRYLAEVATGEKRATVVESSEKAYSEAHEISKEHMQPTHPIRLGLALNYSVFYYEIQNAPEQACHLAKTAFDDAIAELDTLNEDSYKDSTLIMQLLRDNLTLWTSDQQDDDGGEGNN
* marks the source's active call; other numbers are inactive results; & = joins results of further samples. Only part of the results is shown (hit frequency here may not be typical).

SMILES	14-3-3 PPI
CC1(c2ccccc2)CC(c2ccccc2)=Nc2ccccc2N1 (configuration not stated)	-8.2
COc1ccc(C(=O)c2cnc(C(C)C)n2C)cc1	-5.5
CCCOc1ccc(CSCCN=C(N)N)cc1	0.5
C=CCn1c(=N)c(C(=O)OCC)cc2c(=O)n3cccc(C)c3nc21	2.3&-16.5
O=C(C1CCN(S(=O)(=O)N2CCOCC2)CC1)N1CCCCCC1	0.0
Cc1cc(C(=O)Nc2cccc(C(=O)O)c2)oc1C	2.5
CC(NC(=O)c1ccncc1)C(c1cccs1)N1CCOCC1 (configuration not stated)	-3.4
CCC(C)NC(=O)C1CC(=O)N(c2ccc(OC)cc2)C1c1ccc(OC)cc1 (configuration not stated)	-7.1
CCOc1ccccc1NC1c2ccccc2C(=O)N1c1cccnc1 (configuration not stated)	-3.2
Cc1ccccc1CSC1=NCCN1C(=O)Cc1ccc(F)cc1	-0.1
CCOC(=O)Cc1ccc(N(Cc2ccccc2Cl)S(=O)(=O)c2cccc(Cl)c2)cc1	-8.5
Cn1c(=O)c(-[n+]2ccccc2)c([O-])c2ccccc21	-10.7
COCCn1c(SCC(=O)N(C(C)C)C(C)C)nnc1-c1cc2ccccc2cc1O	-1.6
O=C1c2ccccc2C(=O)c2cc(S(=O)(=O)NCCCCc3ccccc3)ccc21	-13.4
Cc1nn(Cc2ccc(C(=O)Nc3cccc(S(=O)(=O)N4CCOCC4)c3)o2)c(C)c1Cl	-4.0
Cc1cccc(S(=O)(=O)C(C#N)c2nc3ccccc3nc2N2CC(C)OC(C)C2)c1 (configuration not stated)	-3.5
CCOC(=O)c1c(CSc2cccs2)n(C)c2cc(Br)c(O)c(CN(C)C)c12	-1.7
COc1cccc(-n2c(SCC(=O)N3CCCC3)nc3c([nH]c4ccccc43)c2=O)c1	-8.8
Cc1ccc2cc(CN(Cc3ccco3)S(=O)(=O)c3c(C)ccc4nsnc34)c(=O)[nH]c2c1	0.2
COc1ccc(C2=NN(CCC(=O)NC3CCCC(C)C3C)C(=O)CC2)cc1 (configuration not stated)	-9.5
CCOC(=O)c1oc2ccc(C=NCc3ccccc3)c(Cl)c2c1C	2.5
CCCCOc1ccc(C2C3=C(CC(C)(C)CC3=O)Nc3ccccc3N2C(=O)CC)cc1 (configuration not stated)	-11.3
CCOc1cccc2cc(C(N)=O)c(=Nc3ccc(Br)cc3)oc12	1.2
CSc1nc2nc3c(c(=O)n2[nH]1)CN(Cc1ccccc1)CC3	7.5
CC(=O)Oc1ccc2nc(-c3cccc([N+](=O)[O-])c3C)oc(=O)c2c1	0.9
COc1cc2c(cc1OC)C(C(=O)Nc1ccc(Br)cc1C)C(c1ccc(SC)cc1)N(C)C2=O (configuration not stated)	-4.2
O=C(COC(=O)C1c2ccccc2Oc2ccccc21)c1ccc(Cl)cc1	2.0
Cc1ccc(-n2sc3c4c(ccc3c2=O)C(=O)c2ccccc2C4=O)cc1	-4.4
COc1ccc(CC(=O)N2N=C(C3CCCCC3)CC2(O)C(F)(F)F)cc1 (configuration not stated)	9.5
CCOc1ccc(OCC)c(NC(=O)CN(C)S(=O)(=O)c2cnc[nH]2)c1	-8.3
O=C1CSC(c2cccc(Oc3ccccc3)c2)N1c1cccc(C(F)(F)F)c1 (configuration not stated)	-1.1
CC(C)CNC(=O)c1cc(-c2ccc(Br)cc2)on1	-7.8&3.7
CCc1c(C)nc2nc(NC(C)=O)[nH]n2c1=O	-9.2
Cc1cc2nn(-c3ccccc3)nc2cc1NC(=O)c1ccc(Br)cc1	-4.8
O=C(COc1ccc2c(c1)OCO2)Nc1ccc(F)cc1	-14.2
CC(=O)c1ccc(Nc2c([N+](=O)[O-])ccc3nonc23)cc1	-8.2
CCCCn1c(=S)[nH]c2ncccc2c1=O	2.1&-9.6
CCOc1ccccc1NS(=O)(=O)c1c(C)noc1C	-3.2
O=C(Cc1c(O)c2ccccc2[nH]c1=O)OC1CCCCC1	2.1
CC1CCCCN1CCCNC(=O)CN1N=C(c2ccccc2)CCC1=O (configuration not stated)	-9.8
CC(=O)Nc1nc(COc2ccccc2)cs1	-7.0
O=c1cc[nH]c2cccc(Cc3ccccc3)c12	-9.2
COc1ccc(CNCc2cccc(Cl)c2)cc1OC	-7.6
Cc1nc2nc(-c3cccs3)cn2nc1C	-32.7
COC(=O)c1c(Cl)nc(Cl)c([N+](=O)[O-])c1Cl	56.0*
CCn1c(O)c(C=NCCN2CCOCC2)sc1=S	3.0
C=CCOc1ccc(C=Nc2ccc(C)cc2)cc1	-4.8
COc1cccc2sc(=NC(=O)c3ccc(Oc4ccccc4)cc3)n(C)c12	0.3
Cc1cc(NC(=O)CSc2nc3cc4c(cc3c(=O)n2Cc2ccco2)OCO4)n[nH]1	-9.5
COc1cccc(C(=O)OCn2nnc3ccccc3c2=O)c1OC	-0.4
CCCCNC(=O)Cn1nc(-c2ccc(Cl)cc2)ccc1=O	-8.4
COC(=O)c1c(C)oc2cc(Br)c(O)cc12	-1.2
Cc1ccc(S(=O)(=O)N2CCCC(C(=O)N3CCC(C(=O)NCCc4ccccc4)CC3)C2)cc1 (configuration not stated)	3.0
CCOC(=O)c1c(-c2ccc(C)cc2)csc1NC(=O)CSc1ccccc1	-5.4
C=CCNC(=O)CN(Cc1ccccc1)S(=O)(=O)c1ccc(Br)cc1	-1.2
CC(C)C(=O)N1N=C(C(F)(F)F)CC1(O)c1cccnc1 (configuration not stated)	-2.7
CCOC(=O)c1sc(NC(=O)CSc2ncn[nH]2)nc1C	-2.7
Cc1ccc(S(=O)(=O)n2cnc3ccccc32)cc1	-3.3
Cc1cccc(C)c1Nc1c(-c2ccsc2)nc2ccc(Br)cn12	7.1
CC(C)(C)c1cc(NC(=O)COC(=O)C2CC2)n(-c2ccccc2)n1	-0.8

The list goes on:
SMILES	14-3-3 PPI
CN(C)CCOC(=O)c1cc2ccccc2o1	-7.0
Cc1c(Cl)cccc1NC(=O)Cn1cnc([N+](=O)[O-])n1	14.9
CC1CC2(CCCCC2)NC(C)c2ccccc21 (configuration not stated)	1.3
Cc1ccc(C(=O)Oc2ccc(C3C4=C(CCCC4=O)NC4=C3C(=O)c3ccccc34)cc2)cc1 (configuration not stated)	-65.5
CC(C)CCN(C)C1CCN(S(=O)(=O)c2ccc([N+](=O)[O-])cc2)CC1	6.1
CC1CCN(c2ccc([N+](=O)[O-])s2)CC1	-36.9
Cc1[nH]c2ccccc2c1SCCNC(=O)Cc1ccc(F)cc1	-4.5
CCN(CC)CCCn1c(N)c(C(=O)OC)sc1=S	-5.3
Cc1ccc(S(=O)(=O)NCC2CCC(C(=O)NCC3CCCO3)CC2)cc1 (configuration not stated)	5.4
COc1ccccc1CNC(=O)CCNS(=O)(=O)c1cccc2nonc12	-27.2
COCCN1C(=O)c2ccccc2C(C(=O)NCc2ccco2)C1c1c[nH]c2ccccc12 (configuration not stated)	-5.5
Cc1c(CCC(C)C)c(-n2ccnc2)n2c(nc3ccccc32)c1C#N	-4.5
CCOc1ccc(-n2c(SCC(=O)NCc3ccc(F)cc3)nc3c(c2=O)SCC3)cc1	-1.2
CCOc1cccc(C(=O)N2CCN(c3ccc([N+](=O)[O-])c(NC(C)c4ccccc4)c3)CC2)c1 (configuration not stated)	6.9
COc1ccc(-n2nc3c(c2NC(=O)c2cc(Br)ccc2Cl)CS(=O)C3)cc1 (configuration not stated)	0.5
Cc1ccc(C(=O)Nc2c(C(=O)NCc3ccco3)cnn2-c2ccccc2)cc1	-0.9
Cc1cccc(OCC(=O)Nc2ccc3c(c2)OCO3)c1	-17.9
Cc1ccc2c(c1)NC(=O)C(CC(=O)NCCCN1CCN(c3cc(Cl)ccc3C)CC1)O2 (configuration not stated)	2.6
CNC(=O)C1CC(=O)N(c2ccc(C)cc2)C1 (configuration not stated)	-2.6
COc1ccccc1NC(=O)C1C2CCCCC21 (configuration not stated)	-1.9
CC1(C)NC(=O)N(c2ccccc2Cl)C1(C)NO (configuration not stated)	-4.4
CCc1c(C)sc(NC(=O)c2cc3nc(-c4ccc5c(c4)OCO5)cc(C(F)(F)F)n3n2)c1C#N	-6.0
COC(=O)C1C(=O)C2=C(CC1C)NC(C)=C(C(=O)OC(C)C)C2c1ccc(C(F)(F)F)cc1 (configuration not stated)	-1.2
Cc1nc2nc(SCC(=O)O)nn2c(C)c1C	1.5
CC(C)(C)OC(=O)N1CCNc2ccccc2C1	0.0
O=C(CNCC1CCCO1)Nc1ccccc1N1CCOCC1 (configuration not stated)	-4.3
CC(Oc1ccc(Br)cc1)C(=O)N1CCc2ccccc21 (configuration not stated)	4.8
O=C(NC1CCCCC1)c1ccc2c(c1)N(Cc1ccccc1)C(=O)CS2	-5.2
COc1ccc2cc3cc(C(=O)N(C)Cc4ccccc4)sc3nc2c1	-10.4
COc1ccc(C2=CSC(N=Cc3ccc(F)cc3)=NN2)cc1	-2.7
CCOC(=O)C1=C(C)NC(SC(C)=O)=NC1c1ccc(OC(C)=O)c(OC)c1 (configuration not stated)	0.7&-0.4
NC(=O)c1cc2cc(Cl)ccc2oc1=Nc1ccc(F)cc1	-23.9
CN(C)C(=O)Cn1c(SCC(=O)NC2CCCCC2)nc2ccccc21	-10.8
COc1cccc(NC(=O)CSc2ccccn2)c1	-1.4
O=C(Nc1nc2ccc(NC(=O)C34CC5CC(CC(C5)C3)C4)cc2s1)C1CCCCC1	-7.1
Cc1sc2ncn(CC(=O)NCCCN3CCCCCC3)c(=O)c2c1S(=O)(=O)N1CCOCC1	-14.2
COc1ccc(C(=O)n2c(-c3ccco3)nc3ccccc32)cc1	-1.4
O=C(O)CC(SCc1ccc(C(=O)O)o1)C(=O)O (configuration not stated)	-4.8
CCc1nnc(NC(=O)CCC(=O)NCC2CCCO2)s1 (configuration not stated)	-26.6
O=C(Nc1ccc2c(c1)OCO2)c1ccc(NS(=O)(=O)c2cccs2)cc1	-37.6

2 neighbouring entries already listed, for reference:
SMILES	14-3-3 PPI
CCc1nnc(NC(=O)CCC(=O)NCC2CCCO2)s1 (configuration not stated)	-26.6
O=C(Nc1ccc2c(c1)OCO2)c1ccc(NS(=O)(=O)c2cccs2)cc1	-37.6

Remaining list, next part
SMILES	14-3-3 PPI
O=C(NCc1ccccc1F)c1cccs1	-7.6
COC(=O)c1ccccc1NC(=O)c1ccc(N2CC3CC(C2)c2cccc(=O)n2C3)c(NC(=O)c2ccc(Br)o2)c1 (configuration not stated)	-45.6
O=C1c2[nH]nc(-c3ccccc3O)c2C(c2cccc(Cl)c2)N1CC1CCCO1 (configuration not stated)	-2.3
COc1ccccc1N1CCN(Cc2cc(Br)c(O)c3ncccc23)CC1	-1.1
COC(=O)C1=CNC=C(C(=O)OC)C1c1ccccc1C	5.5
CC(=O)c1ccc(Oc2cccc(Oc3ccc(C(C)=O)cc3)c2)cc1	0.5
CCOC(=O)Cc1csc2nc(=O)c3c(C)c(C)sc3n12	6.9
O=C(O)CC(NS(=O)(=O)c1ccc(F)cc1)c1ccccc1 (configuration not stated)	3.2
CCN1CCN(Cc2c(O)ccc3c(=O)c(Oc4ccccc4Br)c(C(F)(F)F)oc23)CC1	5.2
CCN(CC)c1nc(C)nc2sc(C)cc12	-4.6
CC1CCN(CC[C@H]2CCCN2S(=O)(=O)c2cccc(O)c2)CC1	-2.4
Cc1ccc(CC(=O)Nc2nncs2)cc1	-2.0
Cc1nn2c(C(F)(F)F)cc(-c3cccs3)nc2c1-c1ccc(Cl)cc1	2.3
O=C(CSCc1cnn(-c2ccccc2)c1-n1cccc1)NCC1CCCO1 (configuration not stated)	-1.0
O=C(CSc1nnc(CNC(=O)c2c(F)cccc2Cl)o1)NCc1ccc2c(c1)OCO2	-4.9
Cc1nc(CNS(=O)(=O)c2cc(F)ccc2F)cs1	8.6
CCOC(=O)CC(=O)CSc1nnc2c(n1)[nH]c1ccccc12	-3.2
O=C(c1cccnc1)N1N=C(c2cccc(Br)c2)CC1(O)C(F)(F)F (configuration not stated)	-3.8
Cc1cccc(-c2nc(CN3CCCCC3)c(C)o2)c1	-0.2
CCCN(C(=O)Cn1ncc2c(=O)oc3ccccc3c21)c1ccc(OCC)cc1	-5.2

Molecules shown so far that have a COOH group:
SMILES	14-3-3 PPI
Cc1cc(C(=O)Nc2cccc(C(=O)O)c2)oc1C	2.5
Cc1nc2nc(SCC(=O)O)nn2c(C)c1C	1.5
O=C(O)CC(SCc1ccc(C(=O)O)o1)C(=O)O (configuration not stated)	-4.8
O=C(O)CC(NS(=O)(=O)c1ccc(F)cc1)c1ccccc1 (configuration not stated)	3.2

Next part:
SMILES	14-3-3 PPI
Cc1nc2[nH]c(=O)c3c(n2n1)NC1=C(C(=O)CC(C)(C)C1)C3c1ccccc1 (configuration not stated)	-11.1
CCCSc1nnc2c(n1)OC(c1ccccc1Cl)Nc1ccccc1-2 (configuration not stated)	33.4*
COC(=O)NCC(c1cccnc1)N1CCN(c2ccccc2F)CC1 (configuration not stated)	-1.0
COC(=O)c1ccc(N2C(=O)C3C4c5ccccc5C(c5ccccc54)C3C2=O)cc1 (configuration not stated)	0.1
COc1ccc2[nH]cc(C(=O)CN3CCN(C/C=C/c4ccccc4)CC3)c2c1	-6.7
CCn1c(SCC(=O)NCc2ccco2)nnc1-c1ccc(N)cc1	-1.3
CCc1ccc(NC(=O)CSc2nc3cc(C(=O)OC)ccc3c(=O)n2Cc2ccco2)cc1	-2.3
CC(C)(C)C1CCc2c(sc(NC(=O)c3ccco3)c2C(=O)NCCc2ccccc2)C1 (configuration not stated)	-5.0
CC(=O)Nc1ccc(C(C)(C)C)cc1[N+](=O)[O-]	4.4
COc1cccc(-c2nn(C)c3sc(C(=O)NCCN4CCOCC4)cc23)c1	-5.3

Taken from above.
14-3-3 PPI with CCCOc1ccc(CSCCN=C(N)N)cc1 reads 0.5
14-3-3 PPI with CN(C)C(=O)Cn1c(SCC(=O)NC2CCCCC2)nc2ccccc21 reads -10.8
14-3-3 PPI with CCOC(=O)c1oc2ccc(C=NCc3ccccc3)c(Cl)c2c1C reads 2.5
14-3-3 PPI with CCCN(C(=O)Cn1ncc2c(=O)oc3ccccc3c21)c1ccc(OCC)cc1 reads -5.2
14-3-3 PPI with COc1ccc2cc3cc(C(=O)N(C)Cc4ccccc4)sc3nc2c1 reads -10.4

2 of these compounds in a different format:
14-3-3 PPI	compound
6.9	CCOC(=O)Cc1csc2nc(=O)c3c(C)c(C)sc3n12
-26.6	CCc1nnc(NC(=O)CCC(=O)NCC2CCCO2)s1 (configuration not stated)
